Compound activity from PubChem BioAssay.
FUS suppressor = rescues growth of FUS-expressing yeast. S. cerevisiae FUS-expressing, growth rescue, OD600, 24 h. Potency, µM (highest dose often 76.6 µM), for the others: at the highest dose growth rescue (activation), most hits filed as activators. AID 1347120. 390,000 tested, 0.24% active;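 also: potency is read from the fitted curve at half-maximal effect; plate controls were DMSO vehicle for no effect and reference control for full effect; nearly all actives have a fitted effect of over 55% in size; some results filed as inactive show a strong effect at the top dose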
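Restored growth of FUS-toxic S. cerevisiae, read as 600 nm absorbance after 24 h at 30C in galactose medium (starting OD 0.005). Controls CP55940 and DMSO.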
EPAC1 ag = activates human EPAC1 exchange factor. O95398. EPAC1 agonist qHTS, biochemical assay; response scale: 100% = response to 6.5 mM cAMP. Potency, µM (series often up to 154 µM), without a hit: at the highest dose activation, usual class: activators. 360,000 tested, 0.073% active. AID 720707; also: potency is read from the fitted curve at half-maximal effect; nearly all actives have a fitted effect of over 60% in size
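Normalized to 6.5 mM cAMP, activity reflects EPAC1-catalysed release of BODIPY-GDP from Rap1B, followed kinetically over 30 min at 480 nm excitation, 540 nm emission. Reaction contained 100 nM EPAC1, 250 nM Rap1B-BODIPY-GDP, 50 uM GDP.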
PLK1 PBD block = inhibitors of human PLK1 polo-box domain binding; Plk1 PBD binding of FITC phosphopeptide, fluorescence polarization; AID 720504; 360,000 tested, 2.8% active; P53350; Potency, µM, for the others: max response, negative = inhibition, hits mostly inhibitors; also: potency is read from the fitted curve at half-maximal effect; series mostly up to about 57 µM; % is scaled to controls: 0 for no effect and ±100 for the full control effect; nearly all actives have a fitted effect of over 65% in size
Target sequence (P53350 whole entry, looked up, the tested form may be a part): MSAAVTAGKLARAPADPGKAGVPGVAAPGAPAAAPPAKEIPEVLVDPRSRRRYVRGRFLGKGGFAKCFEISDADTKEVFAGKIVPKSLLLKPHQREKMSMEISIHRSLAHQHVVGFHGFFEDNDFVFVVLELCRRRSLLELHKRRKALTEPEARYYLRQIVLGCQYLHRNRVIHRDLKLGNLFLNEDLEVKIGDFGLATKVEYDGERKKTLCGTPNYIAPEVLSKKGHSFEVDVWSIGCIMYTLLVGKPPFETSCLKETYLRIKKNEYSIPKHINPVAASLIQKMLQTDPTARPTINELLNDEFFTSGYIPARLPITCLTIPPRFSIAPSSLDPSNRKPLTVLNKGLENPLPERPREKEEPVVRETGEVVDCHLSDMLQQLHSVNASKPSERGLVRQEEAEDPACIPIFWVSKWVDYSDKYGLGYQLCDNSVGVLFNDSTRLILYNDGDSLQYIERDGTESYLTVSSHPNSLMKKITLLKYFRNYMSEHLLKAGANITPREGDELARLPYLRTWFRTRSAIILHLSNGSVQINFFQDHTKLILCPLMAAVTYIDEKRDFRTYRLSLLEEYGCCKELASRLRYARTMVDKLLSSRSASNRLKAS
WRN inhibitor = inhibitors of human WRN helicase; WRN helicase unwinding, fluorescent forked duplex, kinetic; AID 651768; Potency, µM (doses to about 114 µM), for inactives: top-dose activity change, negative = inhibition, most hits filed as inhibitors; Q14191; 360,000 tested, 0.46% active; also: potency is read from the fitted curve at half-maximal effect; % is scaled to controls: 0 for no effect and ±100 for the full control effect; nearly all actives have a fitted effect of over 55% in size
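Enzyme (20 nM final) and test compound sit together 15 min at room temperature before substrate addition. Substrate is a single-forked duplex oligonucleotide (100 nM) labelled with fluorophore and quencher, with 2 mM ATP; helicase unwinding raises red fluorescence, read kinetically.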
EPAC1 antag = antagonists of human EPAC1. AID 720709. EPAC1 GEF assay, Rap1b-BODIPY-GDP exchange fluorescence. O95398. Potency, µM (highest dose often 115 µM), for inactives: at the top dose activity change, negative = inhibition, usual class: inhibitors. 360,000 tested, 0.14% active;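 also: potency is read from the fitted curve at half-maximal effect; plate controls were vehicle for no effect and positive control for full effect; nearly all actives have a fitted effect of over 50% in size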
IL2 activator = IL-2 activation | activation, % (series mostly up to about 46 µM) | IL-2 activation reporter assay, cell-based qHTS; stimulated with anti-CD3/CD4/CD28 beads; in transgenic mouse T cells | 360,000 tested, 0.065% active; in the data active = activation above about 50%; inconclusive = mostly about 30% to 49%; also: 0% is about no effect
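EGFP and DsRed fluorescence is measured by plate cytometry in unstimulated transgenic mouse T cells exposed to compound for 60 minutes, then stimulated 18 hours at 37 degrees C with anti-CD3/anti-CD4 beads plus anti-CD28.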
Abeta rescue = A-beta toxicity reversal in yeast; yeast expressing A-beta42, growth rescue, OD600, 48 h; response scale: 0% DMSO, 100% iron-clioquinol control; Potency, µM (highest dose often 46.1 µM), without a hit: at the top dose growth rescue, hits mostly activators; 410,000 tested, 0.063% active; also: potency is read from the fitted curve at half-maximal effect; nearly all actives have a fitted effect of over 55% in size
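Growth rescue measured by 600 nm absorbance after 48 h yeast culture at 30 C with compound. Values normalized between DMSO and an equimolar ferric chloride plus clioquinol control.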
PI5P4K alpha inh = blocks human PI5P4K alpha kinase activity. max response, %. AID 652105. P48426. 330,000 tested, 1.2% active. PI5P4Kalpha enzyme, ADP-Glo luminescence, 60 min; hits give low values; active = max response of -50% or lower; inconclusive = between -30% and -50%; inactive = -30% or higher; also: value at the top dose of about 77 µM; % is scaled to controls: 0 for no effect and ±100 for the full control effect
Target sequence (P48426 whole entry, looked up): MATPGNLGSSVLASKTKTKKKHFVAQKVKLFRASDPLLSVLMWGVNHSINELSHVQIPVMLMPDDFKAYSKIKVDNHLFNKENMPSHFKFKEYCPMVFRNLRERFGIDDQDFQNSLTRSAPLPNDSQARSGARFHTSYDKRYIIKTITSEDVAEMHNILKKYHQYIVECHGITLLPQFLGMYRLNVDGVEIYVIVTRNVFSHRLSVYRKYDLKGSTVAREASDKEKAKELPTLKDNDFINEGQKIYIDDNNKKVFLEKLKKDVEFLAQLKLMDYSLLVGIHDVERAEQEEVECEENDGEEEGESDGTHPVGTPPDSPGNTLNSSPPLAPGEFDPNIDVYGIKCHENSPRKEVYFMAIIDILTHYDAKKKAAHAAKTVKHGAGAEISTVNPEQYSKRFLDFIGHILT
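PI5P4Kalpha ADP-Glo assay; 5 microM ATP final; 60 min RT reaction; HEPES pH 7.4/EGTA/CHAPS, 5% DMSO; controls lacking substrate or enzyme; luminescent end-point.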
Active calls of the source: *; ? = inconclusive; . = not tested or not shown; & = joins results of further samples; [ ] = another dose, or the depositor's remark. Unless noted, calls follow the shape of the dose curve; as a rule, active = well fitted curve in the direction sought with a large enough effect; inconclusive = small, poorly fitted or top-dose-only effect, or another doubt; inactive = no such curve, though single readings can be large; an effect the other way counts as inactive or inconclusive.

SMILES	FUS suppressor	EPAC1 ag	PLK1 PBD block	WRN inhibitor	EPAC1 antag	IL2 activator	Abeta rescue	PI5P4K alpha inh
COCCNC(=S)N1CCC2CC1c1c(Cl)cccc12 (stereo unspecified)	-17%	-23%	-4%	2%	-4%	-3.0	3%	2
Oc1ccc(C=NNC(=S)Nc2cccnc2)nc1	.	-6%	1%	-14%	4%	-1.4	-23%	-28
COc1ccc(NC(=O)C2CCN(S(C)(=O)=O)CC2)cc1Cl	-3%	5%	-2%	-12%	-4%	-1.6	8%	.
COc1ccc(CNc2oc(-c3cccc4ccccc34)nc2C#N)cc1	.	16%	-4%	-11%	-7%	0.7	27%	35
C#CCN(CC=C)C(=O)c1ccc(OC2CCN(S(=O)(=O)N(C)C)CC2)cc1	4%	19%	8%	-9%	3%	-0.1	22%	2
Cc1ccc(NC(=O)N2CCCC2C(=O)NCC2CCCO2)cc1 (stereo unspecified)	-16%	3%	10%	-5%	-14%	-2.1	-8%	-1
O[C@H]1CN(CC2CCCCC2)[C@@H](c2ccc(Cl)cc2)C[C@@H]1n1cc(C2CC2)nn1	14%	-8%	-2%	-12%	-11%	-4.7	2%	7
Cn1nc(-c2ccccc2)c(C#N)c1Sc1cccc(Cl)c1	-4%	12%	-12%	-15%	3%	0.4	3%	.
COc1ccc(N(C(=O)c2cccnc2)S(=O)(=O)c2cccs2)cc1	6%	6%	-20%	1%	8%	-0.4	6%	1
COc1ccc(OC)c(NC(=O)c2cn(C)c(=O)c3cc(OC)c(OC)cc23)c1	?	-4%	2%	-14%	-3%	-2.9	4%	3
CCOc1cccc(/C=N/NC(=O)c2cc(-c3cccn3C)n[nH]2)c1O	30%	1%	?	-11%	5%	2.3	-41%[inhibitor]	?
O=C(NC(Cc1ccccc1)C(=O)O)/C(=C\c1ccc(Cl)cc1)NC(=O)c1ccco1 (stereo unspecified)	.	-5%	-12%	-11%	7%	-2.7	2%	-3
Cc1ccc(C(C)C)c(OCc2nnc(SCC(=O)Nc3ncc(C)s3)n2C)c1	-10%	7%	3%	-9%[57.1 µM]	7%	0.7	-5%	.
CCOC(=O)c1sc2nc(Cc3ccc(Cl)cc3)[nH]c(=S)c2c1C	-28%	-1%	0%	-7%	1%	0.0	-2%	-2
O=C(NC1CC1)c1ccc(COc2ccc(F)cc2)o1	-17%	-2%	0%	-8%	-10%	-0.1	2%	5
COc1ccc(C2=NS(=O)(=O)N(C)C(C(=O)N(C)Cc3ccccc3)=C2)cc1	36%	9%	-15%	-2%	-7%	-3.6	-1%	0
CN(C)S(=O)(=O)c1ccc(NC(=O)CN2CCN(C(c3ccccc3)c3ccccc3)CC2)cc1	-6%	11%	-4%	0%	6%	-1.5	7%	.
Cc1sc(NC(=O)c2ccc3ncsc3c2)c(C(N)=O)c1C	2%	-5%	-11%	-21%	-1%	-0.7	-9%	-20
Cc1ccc(Nc2c(-c3ccccc3)nc3cnccn23)cc1	15%	2%	-7%	-6%	-7%	-0.1	-8%	-9
CN(C)c1nc(N(C)C)nc(N2CCCCC2)n1	-6%	2%	-10%	6%	-10%	0.7	-3%	0

Entries of single compounds, looked up by structure.
Results for `Cc1sc(NC(=O)c2ccc3ncsc3c2)c(C(N)=O)c1C` → FUS suppressor: 2%; EPAC1 ag: -5%; PLK1 PBD block: -11%; WRN inhibitor: -21%; EPAC1 antag: -1%; IL2 activator: -0.7; Abeta rescue: -9%; PI5P4K alpha inh: -20
Results for `O=C(NC(Cc1ccccc1)C(=O)O)/C(=C\c1ccc(Cl)cc1)NC(=O)c1ccco1` (stereo unspecified) → FUS suppressor: .; EPAC1 ag: -5%; PLK1 PBD block: -12%; WRN inhibitor: -11%; EPAC1 antag: 7%; IL2 activator: -2.7; Abeta rescue: 2%; PI5P4K alpha inh: -3

Carrying on:
SMILES	FUS suppressor	EPAC1 ag	PLK1 PBD block	WRN inhibitor	EPAC1 antag	IL2 activator	Abeta rescue	PI5P4K alpha inh
N#CCc1nn2c(-c3ccccc3)ccnc2c1C#N	20%	2%	0%	-11%	4%	-1.6	-13%	-2
Cc1[nH]c2ccccc2c1SCC(=O)N1CCCCCC1	-11%	-4%	-1%	4%	-4%	0.1	?	-5
Cc1cc(NC(=O)C2CCN(S(=O)(=O)c3c(C)noc3C)CC2)ccc1Br	-8%&-25%	9%	-4%	-6%	-24%	0.5	-1%	1
CN(C)c1ccc(N2C(=O)CC(Sc3ccccc3C(=O)O)C2=O)cc1 (stereo unspecified)	.	5%	-15%	-31%	-5%	-0.2	-61%[inhibitor]	0
COc1ccc(NC(=O)Nc2nccs2)cc1	13%	6%	-5%	-5%	-1%	2.1	17%	.
CN(Cc1ccccc1)C(=O)c1ccc(NC(=O)Cc2cccc(NC(=O)C3CCN(C(=O)C4CC4)CC3)c2)cc1	?	-5%	-13%	2%	2%	-0.5	-18%	0
COc1ccc(-c2nnc3ccc(SC)nn23)cc1	9%	-2%	-4%	11%	6%	-2.8	-24%	.
O=C(C1=C[C@@H](C2CC2)C[C@@H](OCc2ccc(CO)cc2)O1)N1CCN(Cc2ccccc2)CC1	-1%	1%	-9%	-9%	-1%	0.3	7%	-2
CCOC(=O)N1CCC2(O)CCCCC2C1c1ccc(F)cc1 (stereo unspecified)	-7%	-2%	3%	-1%	-3%	0.7	23%	-4
COC(=O)[C@@H]1CC(O)CN1C(=O)C12CC3CC(CC(C3)C1)C2 (stereo partly specified)	-33%	7%	-2%	2%	4%	0.1	0%	8
CC[C@@]12C(=O)N(c3cccc(Br)c3)C(=O)N1[C@H](c1ccc(F)cc1)[C@@H]1C(=O)N(C3CCCCC3)C(=O)[C@@H]12	22%	-13%	5%	-8%	-13%	1.9	22%	3
CC(C)(C)SCCNC(=O)CSc1ccccc1	18%	-1%	-28%	2%	4%	-2.5	18%	.
Cc1ccc(OCc2cc(C(=O)N3CCC(c4ccccc4Cl)C3)no2)cc1C (stereo unspecified)	23%	5%	-2%	-9%	-4%	0.2	5%	29
COC(=O)C1=C(C)N(Cc2ccc3c(c2)OCO3)C(=O)C1	22%	1%	-6%	-11%	-10%	0.2	-11%	1
COCCNC(=O)CSC1=N/C(=C/c2ccc(Cl)c(Cl)c2)C(=O)N1c1ccccc1F	5%	-2%	-4%	-14%	-29%	-0.8	-10%	2
Cc1cc(NC(=O)c2cccs2)no1	-12%	-1%	0%	-4%	-17%	14	-13%	-3
CNCC(=O)N(CC(C)C)c1c(N)n(CC(C)C)c(=O)[nH]c1=O	6%	2%	-13%	10%	-1%	-1.7	7%	-1
CC(=O)c1ccc(OCC(=O)Nc2ccccc2C(=O)NC2CC2)cc1	-3%	9%	1%	-7%	-15%	1.3	0%	3
CCN(c1cccc(C)c1)S(=O)(=O)c1c(C)[nH]c(C)c1C(=O)N1CCCCC1	4%	-5%	-9%	-2%	-21%	0.9	-19%	2
COc1ccccc1NC(=O)Nc1nc(CC(=O)NC2CCCC2)cs1	5%	-1%	-1%	-7%	8%	-4.5	7%	-1
COc1cc(/C=N/NC(=O)c2cc(-c3ccccc3)nc3ccccc23)cc(OC)c1O	-11%	12%	1%	0%	4%	-0.2	-11%	-2
CC1(C(=O)NCCc2c[nH]c3ccccc23)CCN1CC1CCCCC1 (stereo unspecified)	3%	-9%	1%	-1%	-4%	1.7	-8%	1
CC(C)CCN1CCN(Cc2ccon2)CC1CCO (stereo unspecified)	23%	-16%	5%	-7%[57.1 µM]	-1%	1.5	3%	1
COc1ccccc1N1CCN(C(=O)c2ccc(Cn3c(=S)[nH]c4cc5c(cc4c3=O)OCO5)cc2)CC1	21%	-3%	-2%	-2%	7%	0.4	0%	4
Cc1ccc(C(=O)n2cnnc2N)cc1	.	5%	-13%	-27%	1%	-0.3	-4%	0
COc1ccc(NC(=O)C23CC4CC(C2)CC(n2cnc(Br)n2)(C4)C3)cc1Cl	.	11%	-5%	-13%	-14%	0.9	8%	15
O=C1CN(C(=O)CSc2nc3ccccc3n2CCc2ccccc2)c2ccccc2N1	?	-2%	-6%	-14%	4%	-0.3	1%	-6
O=C(c1cccnc1)N1c2ccccc2Sc2ccccc21	1%	-3%	2%	2%	-7%	-1.9	-26%	-1
COc1cccc(CN(C)C(=O)c2ccc(NC(=O)CC3SC(N4CCCCC4)=NC3=O)cc2)c1OC (stereo unspecified)	22%	9%	-2%	-1%	4%	1.1	7%	0
Cc1cccc(OCC(=O)Nc2ccc(N3CCN(C(=O)c4ccco4)CC3)cc2)c1C	17%	-4%	-5%	-5%	-11%	0.5	12%	6
Cc1ccc(C(=O)NCC(=O)OCC(=O)c2ccc3c(c2)NC(=O)CO3)cc1C	35%	10%	-8%	-2%	-1%	0.5	-10%	14
CCC(=O)OCCn1c(=O)c2cc3c(=O)n(CCOC(=O)CC)c(=O)c3cc2c1=O	12%	-1%	-2%	-1%	4%	-0.5	-19%	.
O=C(O)CSc1nnc(COc2cccc3ccccc23)o1	-1%	-1%	?	-14%	11%	-0.7	-1%	?
COC(=O)c1ccc(CSc2nc3ccccc3c(=O)n2C)o1	-12%	-8%	?	-13%	?	-2.7	-4%	-1
CC(Oc1ccccc1)c1ccnc(N)n1 (stereo unspecified)	12%	18%	-8%	5%	9%	1.1	7%	2
Cc1nc(SCc2ccc(O)c([N+](=O)[O-])c2)c([N+](=O)[O-])[nH]1	-1%	6%	-30%	-12%	-1%	0.9	14%	?
c1coc(CNc2ncnc3sc4c(c23)CCCCC4)c1	30%	11%	-9%	-8%	2%	-0.6	-32%[inhibitor]	-3
O=c1[nH]c(-c2ccc3c(c2)OCO3)nc2c1sc(=S)n2-c1ccccc1	-3%	-1%	-10%	-7%	-9%	?	-3%	0
O=C1Nc2ccccc2C(O)(C(=O)NCc2ccco2)N1c1ccccc1 (stereo unspecified)	-2%	3%	-11%	-6%	6%	-2.1	5%	1
O=C(ON=C1CCN(S(=O)(=O)c2ccccc2)CC1)c1cccc(Cl)c1	35%	8%	-7%	2%	-26%	-0.1	30%	.
CCOC(=O)Cn1c2[n+](c3ccccc31)CC(O)CS2 (stereo unspecified)	-26%	7%	-8%	-7%	15%	3.1	15%	.
COC(=O)c1sc(N)c(C(=O)OC)c1Cn1ncc(Cl)c(Cl)c1=O	3%	9%	?	-9%[57.1 µM]	-25%	-0.9	0%	-24
COc1cccc(NC(=O)NCc2c(-c3ccccc3)noc2C)c1	25%	5%	-4%	-1%	-18%	-4.9	-8%	5
